TGFb inhibitor: TGF-b pathway inhibition; HepG2 CAGA-GFP TGF-b/SMAD3 reporter, GFP fluorescence, 18 h; TGF-beta stimulated, 500 pg/mL final; Potency, µM (series often up to 46.1 µM), without a hit: top-dose activity, negative = inhibition, usual class: inhibitors; 410,000 compounds, 1.2% hits; note: potency is the fitted concentration of half-maximal effect; % is set by controls: 0 for no effect and ±100 for the full control effect; nearly all actives have a fitted effect of over 65% in size
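Smad-responsive CAGA-GFP expression was quantified in HEPG2 cells exposed to compounds and 500 pg/mL final TGF-beta for 18 h at 37 degrees C; unstimulated wells defined full inhibition.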
ATXN2 expr inh: reduces ATXN2 reporter expression in HEK-293 cells | HEK-293 ATXN2-luciferase reporter, luminescence, 24 h | Potency, µM (doses to about 57 µM), inactives show top-dose activity change, negative = inhibition, usual class: inhibitors | 360,000 compounds, 0.72% hits; note: potency is the fitted concentration of half-maximal effect; % is set by controls: 0 for no effect and ±100 for the full control effect; nearly all actives have a fitted effect of over 55% in size
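qHTS (up to 57 uM final) was run with 24 h compound exposure of reporter cells at 37 °C. Each well was multiplexed: SteadyGlo luminescence measured ATXN2-luciferase expression after a fluorogenic Gly-Phe-AFC viability readout (25 uM final).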
Nrf2 block: blocks Nrf2 signaling; A549 ARE-Fluc reporter, luciferase luminescence, 18-24 h; Potency, µM (highest dose often 46 µM), inactives show top-dose activity change, negative = inhibition, usual class: inhibitors; 360,000 compounds, 2.1% hits; note: potency is the fitted concentration of half-maximal effect; % is set by controls: 0 for no effect and ±100 for the full control effect; nearly all actives have a fitted effect of over 60% in size
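Cells were seeded and rested 2 h, then exposed to compounds for 18-24 h. CellTiter-Fluor was read first as a viability measure. BugLite was added 15 min before the final luminescent read of ARE-luciferase activity in A549 cells.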
Nrf2 ARE act: activators of Nrf2 (ARE) signaling. AID 624171. AREc32 ARE-luciferase reporter (MCF7-derived line), luminescence, 24 h. 410,000 compounds, 0.31% hits. Potency, µM (series often up to 46.1 µM), for inactives: top-dose activation, most hits filed as activators; note: potency is the fitted concentration of half-maximal effect; % of control where 0% means no effect; nearly all actives have a fitted effect of over 65% in size
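For detection, Steady-Glo was added and plates sat 30 min at RT; before that, AREc32_Fluc cells grown overnight in OPTI-MEM/5% FBS had been treated with 23 nL compound for 24 hr at 37 deg C.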
EPAC2 agonist: activates human EPAC2 exchange factor; EPAC2 activation, biochemical qHTS; response scale: 100% = 6.5 mM cAMP response; Potency, µM (titrated, usually from 154 µM), without a hit: top-dose activation, hits mostly activators; 360,000 compounds, 0.079% hits; note: potency is the fitted concentration of half-maximal effect; nearly all actives have a fitted effect of over 50% in size
Target sequence (Q8WZA2 whole entry, looked up): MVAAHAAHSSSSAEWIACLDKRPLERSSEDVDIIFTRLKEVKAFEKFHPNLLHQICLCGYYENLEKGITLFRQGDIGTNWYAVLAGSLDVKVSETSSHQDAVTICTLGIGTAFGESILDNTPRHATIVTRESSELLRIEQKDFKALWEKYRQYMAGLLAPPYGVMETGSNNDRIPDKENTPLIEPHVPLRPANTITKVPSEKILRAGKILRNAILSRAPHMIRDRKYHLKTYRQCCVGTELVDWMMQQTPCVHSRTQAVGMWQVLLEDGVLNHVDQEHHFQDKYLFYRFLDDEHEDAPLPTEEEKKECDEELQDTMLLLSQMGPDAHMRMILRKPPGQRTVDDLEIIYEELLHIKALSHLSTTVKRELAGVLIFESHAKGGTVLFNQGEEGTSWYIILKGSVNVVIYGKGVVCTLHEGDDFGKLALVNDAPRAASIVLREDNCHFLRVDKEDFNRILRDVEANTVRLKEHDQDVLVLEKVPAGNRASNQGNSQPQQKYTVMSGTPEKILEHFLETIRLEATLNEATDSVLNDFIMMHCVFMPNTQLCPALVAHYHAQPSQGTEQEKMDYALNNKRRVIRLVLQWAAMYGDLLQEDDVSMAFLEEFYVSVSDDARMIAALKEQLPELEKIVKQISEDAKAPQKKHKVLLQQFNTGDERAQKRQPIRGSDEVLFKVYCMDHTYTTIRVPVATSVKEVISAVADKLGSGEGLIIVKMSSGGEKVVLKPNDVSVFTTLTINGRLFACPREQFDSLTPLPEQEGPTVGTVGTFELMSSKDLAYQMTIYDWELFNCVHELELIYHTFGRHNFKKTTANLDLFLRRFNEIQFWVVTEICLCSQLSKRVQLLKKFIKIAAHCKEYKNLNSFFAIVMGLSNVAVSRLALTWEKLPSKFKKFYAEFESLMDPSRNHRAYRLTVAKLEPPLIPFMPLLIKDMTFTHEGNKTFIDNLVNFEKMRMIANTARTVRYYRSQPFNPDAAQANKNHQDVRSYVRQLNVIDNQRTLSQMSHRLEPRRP
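EPAC2 (100 nM) mixed with Rap1B loaded with BODIPY-GDP (250 nM) plus 50 uM unlabeled GDP; compounds pinned in, 5 min RT, then read every 5 min for 30 min (ex 480, em 540 nm). Normalized to cAMP control.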
A549 viability: counter-screen for Nrf2 inhibitors: cytotoxicity in A549 cells; Potency, µM (series often up to 46 µM), without a hit: top-dose activity change, negative = cytotoxicity, most hits filed as inhibitors; A549 ARE-Fluc cells, CellTiter-Fluor viability, 18-24 h; 390,000 compounds, 0.16% hits; AID 504648; note: potency is the fitted concentration of half-maximal effect; % is set by controls: 0 for no effect and ±100 for the full control effect
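A549 ARE-Fluc cells in 5% FBS OPTI-MEM, 5000 cells/well, rested 2 h then exposed to compounds in concentration-response for 18-24 h at 37 °C. Viability by CellTiter-Fluor fluorescence (Ex 405/Em 525) after 30 min; luciferase luminescence (BugLite, 15 min, RT) read afterwards.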
S2 tox: viability counter-screen for ATXN expression inhibitors | Potency, µM (highest dose often 56.7 µM), usual class: cytotoxic | 400,000 compounds, 0.49% hits | S2 cells (HEK-293 line with an ATXN2-luciferase reporter) viability, CellTiter-Fluor protease fluorescence, 24 h | AID 651635; note: potency is the fitted concentration of half-maximal effect; nearly all actives have a fitted effect of over 40% in size
HepG2 tox: HepG2 cytotoxicity, counter-screen for TGF-b inhibitors. AID 588856. Potency, µM (series often up to 46.1 µM), for the others: at the highest dose activity change, negative = cytotoxicity, most hits filed as cytotoxic. 410,000 compounds, 0.76% hits. HepG2 CAGA-GFP viability, ATP luminescence, 18 h; note: potency is the fitted concentration of half-maximal effect; some results filed as inactive show a strong effect at the top dose
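HepG2 CAGA-GFP cells (1000/well, DMEM with 1% FBS) received compound, then TGF-beta at 500 pg/mL final, and were incubated 18 hours at 37 degrees C. Viability was read by CellTiter-Glo luminescence. Media-only wells were set as complete cell-killing and DMSO as no toxicity.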
IL-2 act: activates IL-2 in a cell-based reporter assay | IL-2 activation reporter assay, cell-based qHTS; stimulated with anti-CD3/CD4/CD28 beads; in transgenic mouse T cells | 360,000 compounds, 0.065% hits | activation, % (series mostly up to about 46 µM); in the data active = activation above about 50%; inconclusive = mostly about 30% to 49%; note: 0% is about no effect
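Readout: EGFP and DsRed signals by fluorescent plate cytometry. Unstimulated transgenic mouse T cells received compound 60 min before antibody-bead stimulation, then incubated 18 h at 37 degrees C.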
* hit, by the source's call; i = inactive; ? = inconclusive; · = not tested or not shown; [ ] = remark or other dose. Unless noted, calls come from the whole dose curve; as a rule, active = well fitted curve in the direction sought with a large enough effect; inconclusive = small, poorly fitted or top-dose-only effect, or another doubt; inactive = no such curve, though single readings can be large; an effect the other way counts as inactive or inconclusive.

No.	structure	Nrf2 block	Nrf2 ARE act	A549 viability	TGFb inhibitor	HepG2 tox	S2 tox	IL-2 act	EPAC2 agonist	ATXN2 expr inh
1	CCN(CC)S(=O)(=O)c1ccc2oc(C(=O)NC3CC3)c(C)c2c1	-3%	-0.9%	1%	-2%	1%	i	1.3	6%	8%
2	Cc1c(-c2ccccc2)sc(N)c1C(=O)N1CCOCC1	-6%	-0.4%	5%	-5%	9%	i	0.5	4%	3%
3	CCOC(=O)N1CCN(C(=O)CN2C(=O)NC(c3ccccc3)(c3ccccc3)C2=O)CC1	-9%	-0.2%	3%	-11%	-6%	i	2.5	0%	1%
4	O=C(O)c1ccc2c(c1)N(Cc1ccc(F)cc1)C(=O)c1ccccc1S2	5%	-1.0%	0%	-4%	-13%	i	0.2	5%	-11%
5	COC(=O)CN(n1cnnc1)S(=O)(=O)c1ccccc1	22%	0.3%	-2%	-32%	-11%	i	-3.5	-2%	-3%
6	CCc1nn(CC(=O)Nc2cc(C)cc(C)c2)c(=O)c2cc3sccc3n12	9%	-1.0%	2%	1%	-1%	·	·	·	·
7	COc1ccc(CNC(=O)COC(=O)c2ccc(F)c(S(=O)(=O)N3CCOCC3)c2)cc1	1%	0.7%	-2%	-21%	-14%	i	0.0	-1%	0%
8	COc1ccc(CNC(=O)C2CCN(S(=O)(=O)c3ccc(C)cc3)CC2)cc1	0%	0.1%	0%	1%	3%	i	·	·	11%
9	Cc1ccc2oc(C(=O)Nc3ccc(S(=O)(=O)Nc4onc(C)c4C)cc3)c(C)c2c1	-17%	-0.1%	-7%	-6%	2%	i	3.6	-5%	39%[activator]
10	CCOC(=O)CSc1n[nH]c(NS(=O)(=O)c2ccccc2C(F)(F)F)n1	3%	3.0%	22%	-4%	-14%	i	0.7	-1%	2%
11	COc1cccc(/C=N/n2c(-c3n[nH]c4c3CCC4)n[nH]c2=S)c1OC	4%	0.6%	2%	-3%	-36%	i	0.5	2%	-11%
12	Cc1c(Cl)c(-c2n[nH]c(=S)n2CC(C)C)nn1C	0%	-0.3%	-6%	35%	4%	i	-2.8	-4%	4%
13	CCn1c(CC2C(=O)N(C)c3ccccc32)nc2ccccc2c1=O (stereo not given)	5%	3.7%	-1%	6%	2%	i	·	·	7%
14	O=C1CC(c2ccncc2)c2cc3c(cc2N1)OCCO3 (stereo not given)	·	0.3%	-6%	16%	-2%	i	-3.2	0%	2%
15	NC(N)=NS(=O)(=O)c1ccc(N/C=C\C(=O)c2ccncc2)cc1	1%	0.3%	0%	3%	-13%	i	0.3	1%	15%
16	Cc1ccc(N2CC(C(=O)N3CCCCC3)CC2=O)cc1C (stereo not given)	8%	0.0%	2%	-16%	14%	i	-2.3	5%	18%
17	COC(=O)c1ccccc1NC(=O)C1CC(=O)N(C2CCCCC2)C1 (stereo not given)	-11%	-0.3%	14%	14%	13%	i	-2.1	2%	-5%
18	Clc1ccc(SCCOCCN2CCCCC2)cc1	-8%	2.4%	-3%	-25%	-46%	i	-0.3	9%	-16%
19	Cc1ccc(S(=O)(=O)N2[C@H](c3ccccc3)CC(=O)[C@@H]3CN(S(=O)(=O)c4ccccc4C)[C@H](c4ccccc4)C[C@@H]32)cc1	·	0.4%	·	-3%	1%	i	0.6	10%	10%
20	COCCCNC(=O)c1sc2ncn(CC(=O)Nc3ccc(C)c(Cl)c3)c(=O)c2c1C	?	-0.3%	-11%	-20%	-7%	i	0.7	-13%	6%

An excerpt from above in order of the TGFb inhibitor value, falling.
| item | Compound | Nrf2 ARE act | TGFb inhibitor | IL-2 act |
| --- | --- | --- | --- | --- |
| 12 | Cc1c(Cl)c(-c2n[nH]c(=S)n2CC(C)C)nn1C | -0.3% | 35% | -2.8 |
| 19 | Cc1ccc(S(=O)(=O)N2[C@H](c3ccccc3)CC(=O)[C@@H]3CN(S(=O)(=O)c4ccccc4C)[C@H](c4ccccc4)C[C@@H]32)cc1 | 0.4% | -3% | 0.6 |
| 20 | COCCCNC(=O)c1sc2ncn(CC(=O)Nc3ccc(C)c(Cl)c3)c(=O)c2c1C | -0.3% | -20% | 0.7 |

Next part.
No.	structure	Nrf2 block	Nrf2 ARE act	A549 viability	TGFb inhibitor	HepG2 tox	S2 tox	IL-2 act	EPAC2 agonist	ATXN2 expr inh
21	COc1cccc(NC(=O)CN(C)C(=O)c2cc(C)oc2C)c1	-2%	-0.7%	-1%	7%	0%	i	1.2	-2%	11%
22	Cc1ccccc1C(=O)Nc1cccc(C#N)c1	20%	0.1%	12%	-5%	-4%	i	-3.1	2%	38%
23	COC(CNC(=O)c1ccc2c(c1)ncn2-c1ccc(F)cc1F)OC	4%	-0.1%	1%	-2%	0%	i	-1.9	2%	-3%
24	CC(=O)N1CCc2cc(Br)cc(S(=O)(=O)CCC(=O)NCCc3ccc(Cl)cc3)c21	4%[9.27 µM]	0.4%	11%	?	-14%	i	·	·	0%
25	CC(=O)c1ccc(NC(=O)CN2C(=O)/C(=C/C(C)=C/c3ccccc3)SC2=S)cc1	-16%	-0.1%	-6%	-1%	0%	i	1.0	6%	-5%
26	CCCCn1c(N)c(N(CC(C)C)C(=O)C2CCN(S(=O)(=O)c3ccc(C)cc3C)CC2)c(=O)[nH]c1=O	-4%	0.2%	2%	10%	-1%	i	-0.7	-3%	-14%
27	COc1ccc(CCNC(=O)c2ccc(NC(=O)CC3SC(N4CCCC4)=NC3=O)cc2)cc1 (stereo not given)	-1%	-0.9%	-6%	8%	-22%	i	2.2	-1%	4%
28	Cc1cc(NC(=O)CN2CC(C)OC(C)C2)n(-c2nc3ccccc3s2)n1 (stereo not given)	12%	-0.8%	-6%	?	-4%	i	3.4	-18%	-2%
29	CN(C)C1(CN=Cc2cc(Cl)cc([N+](=O)[O-])c2O)CCCCC1	1%	5.2%	-6%	-2%	-1%	i	-0.6	6%	-12%
30	COc1ccc(OCCn2nnc3sc4c(c3c2=O)CCCC4)cc1	?	-0.2%	4%	-7%	-1%	i	·	·	11%
31	CCCCn1c(N)c(N(CC(C)C)C(=O)c2ccc(S(=O)(=O)N3CCCCCC3)cc2)c(=O)[nH]c1=O	11%	0.4%	-2%	-9%	0%	i	0.3	7%	-4%
32	COc1cccc(-c2nc(Oc3cccc(C)c3C)c3ccccc3n2)c1O	18%	3.2%	0%	0%	-45%	i	-0.6	6%	3%
33	COc1ccc(-c2csc(Cc3nc(O)cs3)n2)cc1	?	17%	0%	5%	1%	?	-3.0	5%	?
34	CCC(=O)Nc1ccc(C(=O)CN2C(=O)NC3(CCCCCC3)C2=O)cc1	5%	1.9%	10%	1%	-6%	i	-0.5	-3%	·
35	COc1ccc(S(=O)(=O)N2CCCC(C(=O)NCc3ccccc3)C2)cc1 (stereo not given)	?	0.0%	1%	-1%	-1%	i	-0.5	5%	2%
36	COc1ccccc1Oc1ccc(S(=O)(=O)N2CCCCC2C)cc1 (stereo not given)	?	1.7%	5%	-6%	-2%	i	-1.1	17%	-7%
37	CC(C(=O)NCc1ccccc1Cl)N1C(=O)c2ccccc2C1=O (stereo not given)	11%	0.3%	1%	10%	-10%	i	0.4	9%	3%
38	NC(=O)C1CCN(CC(=O)NC(=O)NC2CCCC2)CC1	13%	0.0%	-3%	2%	2%	i	-3.9	-9%	6%
39	OCCOCCn1c(C2CCCN2c2nc(-c3ccc(F)cc3)cs2)nc2cc(Cl)c(Cl)cc21 (stereo not given)	?	5.6%	-8%	-46%	3%	?	1.0	8%	?
40	Cc1ccccc1NS(=O)(=O)c1ccc(OCC(=O)NCc2ccccn2)cc1	-4%	0.8%	-4%	2%	7%	i	0.3	1%	1%

Arranged by formula weight (descending): part of the list above
No.	structure	Nrf2 block	Nrf2 ARE act	A549 viability	TGFb inhibitor	HepG2 tox	S2 tox	IL-2 act	EPAC2 agonist	ATXN2 expr inh
27	COc1ccc(CCNC(=O)c2ccc(NC(=O)CC3SC(N4CCCC4)=NC3=O)cc2)cc1 (stereo not given)	-1%	-0.9%	-6%	8%	-22%	i	2.2	-1%	4%
10	CCOC(=O)CSc1n[nH]c(NS(=O)(=O)c2ccccc2C(F)(F)F)n1	3%	3.0%	22%	-4%	-14%	i	0.7	-1%	2%
33	COc1ccc(-c2csc(Cc3nc(O)cs3)n2)cc1	?	17%	0%	5%	1%	?	-3.0	5%	?
38	NC(=O)C1CCN(CC(=O)NC(=O)NC2CCCC2)CC1	13%	0.0%	-3%	2%	2%	i	-3.9	-9%	6%

New compounds follow
No.	structure	Nrf2 block	Nrf2 ARE act	A549 viability	TGFb inhibitor	HepG2 tox	S2 tox	IL-2 act	EPAC2 agonist	ATXN2 expr inh
41	O=c1cc(-c2ccccc2)nc(N2CCN(Cc3ccc4c(c3)OCO4)CC2)[nH]1	·	3.2%	-4%	?	2%	i	-4.3	6%	-7%
42	COc1ccc(Cl)cc1NS(=O)(=O)c1c(C)nc2sccn2c1=O	2%	2.0%	2%	1%	-2%	i	0.1	10%	1%
43	O=C(NCc1ccncc1)c1nc(-c2ccc(C(F)(F)F)cc2)no1	?	3.8%	?	-24%	-2%	i	-1.2	-16%	·
44	O=C(CNC(=O)c1ccco1)Nc1ccc(S(=O)(=O)N2CCCC2)cc1	-11%	-0.7%	-3%	13%	-5%	i	-2.3	-1%	3%

High-throughput results deposited in PubChem by National Center for Advancing Translational Sciences (NCATS).
